Source: PubChem (Broad Institute)
PglD DTNB – C. jejuni PglD acetyltransferase inhibitors, primary screen, biochemical, DTNB colorimetric, single point; UDP-N-acetylbacillosamine N-acetyltransferase PglD (Campylobacter jejuni); purified PglD enzyme, DTNB colorimetric CoA detection; inhibition, % at 12.5 µM; 0.098% of 360,000 active; in the data active = inhibition above about 16%, passing the limit was not always enough; inconclusive = no clear call, values can overlap the other calls; also: strong numbers were not always called active
miR-122 sensor – miR-122 Renilla sensor signal increase in Huh7, primary screen, miR-122 inhibitor project, cell-based, single point, plate reader. AID 602342, 2012. Huh7 miR-122 Renilla luciferase sensor, 48 h; neutral wells = 0, positive control = 100. activation (reporter increase), % at 12.5 µM. 0.3% of 340,000 active;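 active = mean replicate activation score at least 90 and every replicate individually at or above 90; inconclusive = only one of the two criteria met; inactive = neither criterion met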;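 also: higher luciferase means less miR-122 activity so hits act as miR-122 inhibitors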
Cneo AK release – Cryptococcus neoformans cell lysis inducers, primary screen, AK release luminescence, single concentration. C. neoformans lysis, adenylate kinase release luminescence, 4 h; normalised: neutral wells 0, clomiphene wells 100. lysis activity, % at 15 µM. 0.2% of 360,000 active. AID 651654, 2012;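 active = mean lysis activity across replicates of at least 80%, whatever share of replicates individually reach that level; inactive = mean lysis activity below 80%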
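Material – Cryptococcus neoformans yeast cells · Quantity – 5 × 10^6 yeast cells/mL · Buffer or medium – YPD medium · Compound – single dose · Timing – 4 h static compound exposure, 37 °C, read 1 h post-reagent · Signal – adenylate kinase release luminescence · Read-out basis – lysis from increased AK signal · Benchmarks – Clomiphene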
GSIS activator – GLuc luminescence reporter in INS-1E cells, primary screen for activators of glucose-dependent secretion of insulin | INS-1E GLuc reporter insulin secretion, 2-3 h | activation, % at 16.6 µM | 0.61% of 370,000 active;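 active = lowest replicate activation of at least 40%, so every replicate reaches that level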;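 also: 0% = median of neutral control wells and 100% = median of IBMX positive control wells; some compounds called inactive have numbers as strong as hits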
PGC1a acetyl inh – inhibitors of PGC1a acetylation signal, primary screen, cell-based, U2OS, AlphaScreen, inhibitor mode | AlphaScreen anti-acetyl-lysine; with virally co-expressed GCN5 acetyltransferase | inhibition, % at 15.6 µM | 0.17% of 350,000 active;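 active = every replicate shows inhibition of at least 40%; inconclusive = mean inhibition at least 40% but some replicate below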;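 also: 0% = neutral control wells and 100% = positive control wells; some results beyond the cut were filed as inactive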
F508del corr – F508del CFTR correction, initial screen, CFBE line, single point | CFBE cells, YFP halide quenching; stimulated with forskolin plus potentiator P3; % fluorescence drop versus neutral controls | activity (quench increase), % at 7.58 µM | 0.36% of 350,000 active;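 active = mean added fluorescence quench of at least 8% versus neutral control, with both replicates also reaching 8%; inconclusive = only one of the mean or replicate conditions met; inactive = mean below 8% and not both replicates reaching 8%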;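 also: cells transiently co-express mutant CFTR-F508del with the halide-sensitive YFP; corrector assay measuring rescue of mutant channel to the surface after 24 h compound exposure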
FN deposit inh – inhibitors of fibronectin matrix deposition, primary screen, AH1F cells, Alexa488-fibronectin fluorescence, plate reader; AH1F fibroblasts, overnight; inhibition, % at 12.6 µM; 0.086% of 350,000 active; AID 743247, 2014;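 active = mean inhibition across replicates of 30% or more, regardless of how many single replicates reach that level; inconclusive = mean under 30% yet at least half of replicates reach 30%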;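 also: positive control wells lacked labelled fibronectin entirely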
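Material: AH1F fibroblast monolayer depositing Alexa488-labelled fibronectin into matrix / Amount: 10000 AH1F cells per well / Signal: fluorescence 485/525 nm / Medium: DMEM, 2% serum / Compound: single dose, pinned / Incubation: 1 h cell adhesion before compound, then overnight fibronectin incubation / Reagent: Alexa488-FN, 24 nM final / Read-out: inhibition of fibronectin deposition signal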
C2C12 statin – suppressors of statin myotoxicity in C2C12 myotubes, primary screen, cell-based, single point, plate reader; 0.78% of 330,000 active; C2C12 myotubes + simvastatin, ATP luminescence, 48 h; scaled: DMSO 0, geranylgeraniol control 100; AID 602340, 2012; rescue of ATP level, % at 7.49 µM;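 active = mean ATP rescue above about 67%, or every replicate alone reaching that limit, limit read from the data, passing the limit was not always enough; inconclusive = no clear call, values can overlap the other calls; inactive = mean under the limit and some replicate under it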;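 also: myotubes were challenged with 10 µM simvastatin during compound exposure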
* marks the source's active call; other numbers are inactive results; ? = inconclusive; nt = no result given; & = joins results of further samples; [ ] = another dose, or the depositor's remark. Outcome played no part in choosing rows; any-hit rate near 2.1%.

SMILES	PglD DTNB	miR-122 sensor	Cneo AK release	GSIS activator	PGC1a acetyl inh	F508del corr	FN deposit inh	C2C12 statin
Cc1ccc(-c2cnc3c(c2)C(=O)N([C@@H](C)CO)C[C@H](C)[C@@H](CN(C)C)O3)cc1	-2	-2[16.7 µM]	0	9	-9	2.4	4	-1
Nc1ccc(CCS(N)(=O)=O)cc1	-3	-3	-2	nt	8	nt	3	-15
O=C(CCN1C(=O)/C(=C/c2ccccc2Cl)SC1=S)NN1CCOCC1	-5	-8	2	-2	1	4.9	11	5
Cn1c(SCC(=O)NC2CCCCC2)nnc1-c1ccncc1	-1	nt	3	20	nt	-1.6	-3	1
CCOc1ccc(C(=O)Cc2ccc3oc(C(=O)O)cc3c2)c(O)c1	-2	-4	6	nt	17	nt	nt	2
O=C(O)c1cccc2c1/C(=N/O)c1ccccc1-2	5	5	8	nt	-8	0.5	-5	0
C[C@H]1CCCCO[C@H](CN(C)C(=O)Cc2ccccc2)[C@@H](C)CN([C@@H](C)CO)C(=O)c2cc(NC(=O)C3CCCCC3)ccc2O1	-1	-4[16.7 µM]	-2	-14	-14	0.1	nt	nt
Cc1ccc(C(=O)NCC(=O)OCC(=O)c2ccc(Cl)s2)cc1	nt	6	nt	-7	11	-9.9	nt	1
COc1ccccc1NC(=O)Nc1nc(CC(=O)Nc2ccc(F)c(F)c2)cs1	1	nt	-2	-42	nt	1.0	5	-2
O=C(NN=C1CCN(Cc2ccccc2)CC1)c1cccc(S(=O)(=O)Nc2ccccc2Cl)c1	-2	13	0	-2	nt	nt	1	nt
O=C(Nc1c(F)cc(F)cc1Br)c1cc(S(=O)(=O)N2CCN(c3ccccn3)CC2)ccc1F	2	nt	4	0	nt	-0.5	-5	nt
COCc1cnc(C)nc1N	nt	5	nt	21	-5	2.0	1	nt
O=C(CNC(=O)c1cccc(S(=O)(=O)N2CCc3ccccc32)c1)Nc1ccccc1Br	-1	57	1	-9	-6	4.2	1	2
OC1(c2ccccc2)c2ccccc2-c2ncccc21 (stereo not drawn)	nt	nt	nt	6	6	-4.0	3	nt
COc1ccc(C2CC(=O)N3CN(c4ccc(C)c(Cl)c4)CSC3=C2C#N)cc1OC (stereo not drawn)	4	3	-2	nt	9	0.9	-5	4
C[C@@H]1CCCCO[C@@H](CN(C)C(=O)CCC(F)(F)F)[C@H](C)CN([C@H](C)CO)C(=O)c2cc(NS(=O)(=O)c3cccs3)ccc2O1	1	-5[16.7 µM]	-1	-12	0	1.1	nt	nt
COc1cccc(CN(C)CC(=O)Nc2sc3c(c2C#N)CCC3)c1OC	nt	nt	nt	5	-12	2.2	28	nt
O=C(Nc1ccnn1C1CCN(Cc2ccc3nonc3c2)CC1)c1cccc(F)c1	-4	-6	0	-10	-2	2.4	5	0
O=C(Cc1ccc(Cl)cc1)NCCS(=O)(=O)N1CCN(c2ccccc2)CC1	-1	8	2	26	-1	2.4	-9	-11
CCN(CC)CCn1cnc2c([nH]c3cccc(OC)c32)c1=O	3	-3	4	nt	-1	nt	nt	nt

The list goes on (two carried over from the part before).
SMILES	PglD DTNB	miR-122 sensor	Cneo AK release	GSIS activator	PGC1a acetyl inh	F508del corr	FN deposit inh	C2C12 statin
O=C(Cc1ccc(Cl)cc1)NCCS(=O)(=O)N1CCN(c2ccccc2)CC1	-1	8	2	26	-1	2.4	-9	-11
CCN(CC)CCn1cnc2c([nH]c3cccc(OC)c32)c1=O	3	-3	4	nt	-1	nt	nt	nt
COc1ccc(OC)c(S(=O)(=O)N2CCC(C(=O)N3CCCCCC3)CC2)c1	3	nt	9	0	nt	0.5	-4	-13
c1coc(C2=NCCc3ccccc32)c1	-2	nt	4	-5	nt	1.8	-3	-3
COc1cccc(N2CCN(c3ccc(S(=O)(=O)N4CCCC4)cc3)CC2)c1	-4	-2	-1	13	3	0.0	nt	-5
CCOC(=O)C1=C(C)S/C(=C\N(C)C)C1=O	-4	-8	7	nt	-5	nt	nt	2
NC(=O)c1ccc(NC(=O)COC(=O)CNC(=O)c2sc3ccccc3c2Cl)cc1	2	-8	-3	-9	-11	3.3	8	-4
COc1ccc(S(=O)(=O)N2CCOCC2)cc1NC(=O)COC(=O)c1ccc(C)s1	3	4	-9	0	19	-0.7	6	3
CC(=O)NC[C@@H]1[C@@H](c2ccc(-c3ccccc3F)cc2)[C@@H](CO)N1C(C)=O	-1	7[16.7 µM]	-4	-8	5	3.4	2	10
C[C@H]1CN([C@@H](C)CO)C(=O)CCCn2nncc2CO[C@@H]1CN(C)S(=O)(=O)c1ccc(-c2ccccc2)cc1	-2&-1	-5	0&-1	11&7	12&0	-0.1&-0.8	3&-2	-5&19
CC(C)OC(=O)CSc1nnc(-c2ccccn2)n1N	-1	-3	1	-7	9	-0.3	0	nt
C[C@@H]1CN([C@@H](C)CO)C(=O)c2cccc(NC(=O)Nc3ccc(F)cc3)c2O[C@H]1CN(C)Cc1ccc(C(F)(F)F)cc1	1	?	-1	-24	-9	-1.1	nt	13
CCOC(=O)C1CCN(C(=O)CCCn2nc(C)c3c(C)n(-c4ccc(C)cc4)nc3c2=O)CC1	2	nt	2	-12	nt	1.0	-18	3
C=CCOC(=O)C(C#N)c1nc2ccccc2nc1N1CCN(Cc2ccccc2)CC1 (stereo not drawn)	-2	-5	4	nt	3	nt	nt	nt
CSCCC(NC(=O)c1cc([N+](=O)[O-])cc([N+](=O)[O-])c1)c1nc2ccccc2[nH]1 (stereo not drawn)	-1	-5	0	-24	nt	nt	-10	nt
CCc1ccc(-n2c(=O)c3c(C)c(C(=O)N(C)C)sc3n(CC(=O)NCc3ccco3)c2=O)cc1	3	-7	-6	15	8	nt	7	nt
CN(C)c1ccc2c(c1)[C@H]1C[C@H](CC(=O)O)O[C@H](CO)[C@H]1O2	-2	3[16.7 µM]	21	-7	-8	1.4	nt	3
C[C@@H]1CN([C@H](C)CO)C(=O)c2cccc(NC(=O)c3cnccn3)c2O[C@H]1CN(C)S(=O)(=O)c1cccs1	0	-5[16.7 µM]	-1	7	11	-0.8	-15	nt
C=CCn1c(O)c(N=Nc2nc3ccccc3c(=O)n2-c2ccccc2)c2ccccc21	1	0	2	11	9	nt	-2	nt
COc1cc(CNCCCCO)ccc1OCc1ccccc1F	2	5	1	nt	-2	-1.2	8	-3
CC1CCN(CCNC(=O)c2ccc(NC(=O)C3CCCO3)cc2)CC1 (stereo not drawn)	-1	-3	-1	12	5	nt	2	2
Cc1cc(C(=O)OCC(=O)Nc2cccc(S(=O)(=O)N(C)C)c2)c2ccccc2n1	nt	nt	nt	-3	17	-0.7	-9	-4
O=C(C[C@@H]1C[C@@H]2c3cc(NC(=O)C4CCOCC4)ccc3O[C@@H]2[C@@H](CO)O1)NCc1cccnc1	0	-1[16.7 µM]	4	1	2	0.3	0	-4
Cc1cc(C)c2c3c(cn2n1)c(=O)n(C)c(=O)n3C	4	-7	-1	nt	-7	nt	nt	15
Cc1[nH]nc(SCC(=O)N(C)c2ccccc2)c1[N+](=O)[O-]	-3	1	-2	-2	1	-1.7	2	11
Cc1ccc2ccc3cccnc3c2n1	5	nt	5	19	nt	1.2	-7	-11
COc1ccc(S(=O)(=O)NCC(c2ccc(C)cc2)N2CCN(C)CC2)cc1 (stereo not drawn)	-2	0	0	-6	nt	1.7	1	-9
COc1ccc(C2CC(O)(c3ccccc3)Oc3c(C)ccc(C)c32)cc1 (stereo not drawn)	-2	0	4	-2	1	-4.3	0	6
O=C(CSCc1cccc(CSCC(=O)Nc2ccc3ccccc3c2)n1)Nc1ccc2ccccc2c1	-6	-3	1	nt	-10	nt	nt	nt
COc1ccc(Cc2nnc(NC(=O)C3CC(=O)N(c4ccccc4C)C3)s2)cc1OC (stereo not drawn)	3	-4	5	14	-2	1.7	-10	3
O=C(O)CN1CCN(Cc2ccccc2Cl)C1=O	0	-5	56	2	6	nt	3	-9
C[C@@H]1CN([C@H](C)CO)C(=O)c2cc(NS(C)(=O)=O)ccc2O[C@@H]1CN(C)C(=O)Nc1ccc(C(F)(F)F)cc1	6	8[16.7 µM]	66	-15	2	0.4	nt	-20
Oc1c(C=Nc2ccccc2)sc2ccccc12	nt	nt	nt	0	10	-5.2	1	nt
CC[C@@H](NC(=O)[C@H](Cc1ccccc1)NC(=O)CC[C@H]1O[C@@H](n2ccc(=O)[nH]c2=O)[C@H](O)[C@@H]1O)c1ccccc1	4	3	1	7	7	-0.5	-5	12
CCOC(=O)C1CCN(S(=O)(=O)c2ccc(NC(C)=O)c(Cl)c2)CC1	5	-4	0	-1	-3	-0.1	1	nt
CCCN1C[C@@H](C)[C@@H](OC)CN(C)C(=O)c2cc(NC(=O)COC)ccc2OC[C@H]1C	0	-14[16.7 µM]	-2	-5	14	0.4	4	11
O=C(C[C@H]1CC[C@H]2[C@@H](COC[C@@H](O)CN2S(=O)(=O)c2cccc(F)c2)O1)NCc1ccc2c(c1)OCO2	1	3[16.7 µM]	4	0	2	1.3	-2	-1
COc1cccc(S(=O)(=O)N(C)C[C@H]2OCc3ccccc3-c3ccccc3C(=O)N([C@@H](C)CO)C[C@H]2C)c1	1	nt	0	-3	-5	-0.6	5	-2
CCSC1=C(C#N)C(c2ccccc2OC)CC(=O)N1 (stereo not drawn)	1	-8	6	26	3	-0.2	-14	4
C=CCn1c(C23CC4CC(CC(C4)C2)C3)n[nH]c1=S	4	-6	4	nt	2	-0.6	16	-4
CCCc1cc(=O)oc2cc(C)cc(OCC(=O)NCC(O)c3ccccc3)c12 (stereo not drawn)	-2	-5	0	2	-3	3.7	-6	22
COc1ccccc1-c1cnc2c(c1)C(=O)N([C@@H](C)CO)C[C@@H](C)[C@H](CN(C)Cc1cncnc1)O2	2	-1[16.7 µM]	1	16	6	-1.1	nt	-7
Cc1cc(C(=O)Nc2cccc3c2O[C@H](CN(C)CC2CC2)[C@@H](C)CN([C@H](C)CO)C3=O)n(C)n1	8&-3	-3[16.7 µM]	3&7	5&-5	4&4	0.2&-0.1	8	-28&-8
COc1ccc(S(=O)(=O)N[C@@H]2CC[C@@H](CCn3cc(-c4cccc(F)c4)nn3)O[C@@H]2CO)cc1	-1	nt	-3	0	-1	-0.1	nt	-1
Cc1ccccc1Nc1c(-c2ccc(N3CCOCC3)cc2)nc2cnccn12	-2	-1	-7	0	5	-0.1	6	7
C[C@@H]1CN([C@H](C)CO)C(=O)c2cccc(NC(=O)C3CC3)c2O[C@H]1CN(C)Cc1ccc(C(=O)Nc2ccccc2N)cc1	7	-7[16.7 µM]	0	8	2	-2.5	nt	-5
CCN(CC)c1ccc(C(=O)OCC(=O)N2CCCC2)cc1	-6	-4	1	nt	5	nt	nt	-7
